High-throughput results as filed in PubChem BioAssay.
Avidin bead fluor = green autofluorescence of compounds with avidin beads – biophysical, 488/530 nm, flow cytometry, artefact control, profiling panel; 0.38% of 220,000 active; compound fluorescence 488/530 nm; active compounds read high; fluorescence (KMESF) at 10 µM; in the data active = fluorescence above about 47; note: inactives centre near 10
Bcl-XL Bim block = inhibitors of Bim-Bcl-XL binding, primary screen, biochemical, multiplexed, bead flow cytometry, human Bcl-XL. Bim peptide-Bcl-XL binding, fluorescence. 0.04% of 190,000 active. inhibition, % at 10 µM. AID 1007, 2008. Bcl-2-like protein 1 (Homo sapiens), Q07817
RGS4-Gao reg = modulators of RGS4 binding to Galphao, primary screen, biochemical, multiplexed bead flow cytometry; 0.33% of 220,000 active; Guanine nucleotide-binding protein G(o) subunit alpha (Homo sapiens), P09471; actives lie on both sides; binding response (% of control), % at 10 µM; in the data active = binding response below about 49% or above about 150%; inactive = in between;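 note: fluorescent Galphao activated with aluminum fluoride binding bead-coupled RGS4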
Target sequence (P09471 whole entry, looked up): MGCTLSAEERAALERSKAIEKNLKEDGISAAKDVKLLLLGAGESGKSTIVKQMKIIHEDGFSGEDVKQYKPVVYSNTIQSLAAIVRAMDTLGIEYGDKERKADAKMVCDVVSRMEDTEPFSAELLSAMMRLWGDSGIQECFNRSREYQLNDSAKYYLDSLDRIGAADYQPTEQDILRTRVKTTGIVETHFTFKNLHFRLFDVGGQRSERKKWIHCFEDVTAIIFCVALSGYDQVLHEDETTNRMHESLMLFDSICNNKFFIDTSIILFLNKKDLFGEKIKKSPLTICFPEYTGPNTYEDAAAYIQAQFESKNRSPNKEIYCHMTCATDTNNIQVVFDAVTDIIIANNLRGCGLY
ABCB1 block = ABCB1 efflux pump inhibitors, primary screen, cell-based, multiplex, flow cytometry, ABCG2 counter-screen. ATP-dependent translocase ABCB1 (Homo sapiens), P08183. CCRF-Adr cells, JC-1 efflux. inhibition, % at 6.6 µM. 0.067% of 190,000 active. AID 1326, 2008; in the data active = inhibition above about 40%;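 note: 0% = vehicle and 100% = reference inhibitor; higher value means more JC-1 retained so stronger ABCB1 efflux block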
ABCG2 block = ABCG2 efflux pump inhibitors, primary screen, multiplex with ABCB1, IgMXP3 cells, flow cytometry; JC-1 efflux; AID 1325, 2008; Broad substrate specificity ATP-binding cassette transporter ABCG2 (Homo sapiens), Q9UNQ0; inhibition, % at 6.6 µM; 0.1% of 190,000 active;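 active = inhibition above 80%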;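 note: 0% = DMSO and 100% = nicardipine control wells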
Target sequence (Q9UNQ0 whole entry, looked up): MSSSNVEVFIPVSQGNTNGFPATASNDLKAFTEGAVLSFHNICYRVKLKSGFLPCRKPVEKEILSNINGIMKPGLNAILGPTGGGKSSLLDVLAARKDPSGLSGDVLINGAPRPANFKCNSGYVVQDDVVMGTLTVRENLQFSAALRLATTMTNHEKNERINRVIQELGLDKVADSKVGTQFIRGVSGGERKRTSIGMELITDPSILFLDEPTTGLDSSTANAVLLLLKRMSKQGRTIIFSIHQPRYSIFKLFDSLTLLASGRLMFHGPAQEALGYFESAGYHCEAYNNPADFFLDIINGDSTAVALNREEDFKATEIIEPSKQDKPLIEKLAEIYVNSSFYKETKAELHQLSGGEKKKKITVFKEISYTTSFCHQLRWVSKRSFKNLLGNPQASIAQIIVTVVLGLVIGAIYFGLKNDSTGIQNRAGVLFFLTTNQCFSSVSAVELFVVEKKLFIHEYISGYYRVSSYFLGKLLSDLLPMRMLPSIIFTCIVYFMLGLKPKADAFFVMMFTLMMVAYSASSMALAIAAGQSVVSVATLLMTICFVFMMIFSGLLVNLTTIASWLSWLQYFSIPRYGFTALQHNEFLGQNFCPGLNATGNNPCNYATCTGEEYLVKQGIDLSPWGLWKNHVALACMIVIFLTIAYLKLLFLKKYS
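Measure – % inhibition of efflux relative to nicardipine and DMSO · Test system – ABCG2 IgMXP3 and barcoded ABCB1 CCRF-Adr cell mix · Control set – nicardipine as high control, DMSO as low control · Compound – one concentration, 6.6 µM final · Signal – flow cytometry of retained JC-1 fluorescence · Timing – 10 min exposure at 25 °C with rotation, no wash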
Bcl-W Bim block = inhibitors of Bim binding to Bcl-W, primary screen, biochemical, multiplexed, bead-based flow cytometry | 0.02% of 190,000 active | Bim peptide-Bcl-W binding | Bcl-2-like protein 2 (Homo sapiens), Q92843 | AID 952, 2007 | inhibition, % at 10 µM;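 note: 0% = bound tracer without compound and 100% = peptide blocker; higher means less fluorescent Bim peptide bound to Bcl-W beads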
Bim-Bcl-2 = inhibitors of Bim-Bcl-2 binding, primary screen, biochemical, multiplexed, human Bcl-2 family | Apoptosis regulator Bcl-2 (Homo sapiens), P10415 | Bead-based flow cytometry, Bim peptide-Bcl-2 binding | inhibition, % at 10 µM | 0.06% of 190,000 active; in the data active = inhibition above about 40%; inconclusive = no clear call, values can overlap the other calls;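 note: 0% = no compound wells with probe peptide and 100% = reference peptide inhibitor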
RGS7-Gao = RGS7-Galphao binding modulators, primary screen, biochemical, multiplexed bead flow cytometry; Guanine nucleotide-binding protein G(o) subunit alpha (Homo sapiens), P09471; binding response (% of control), % at 10 µM; actives lie on both sides; 0.35% of 220,000 active; in the data active = binding response below about 49% or above about 150%; inconclusive = no clear call, values can overlap the other calls; inactive = in between;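 note: fluorescent Galphao held in activated GDP-AlF4 state binding bead-coupled RGS7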
Bim-Bfl-1 = inhibitors of Bim binding to Bfl-1, primary screen, biochemical, multiplexed, bead-based flow cytometry. 0.12% of 190,000 active. Bim-Bfl-1 binding inhibition. Bcl-2-related protein A1 (Homo sapiens), Q16548. inhibition, % at 10 µM;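 note: 0% = wells without compound plus tracer and 100% = blocker peptide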
GSH fluor = compound fluorescence on glutathione beads, profiling panel, artefact control, biophysical, 488/530 nm, flow cytometry | 0.25% of 190,000 active | fluorescence (KMESF) at 10 µM | GSH beads flow cytometry, compound fluorescence 488/530 nm; active compounds read high | AID 1776, 2009; in the data active = fluorescence above about 89;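 note: glutathione beads carrying GST-tagged Bcl family fusion proteins plus one bare bead set; values are compound well signal with DMSO vehicle wells as background; inactives centre near 16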
Bim-Bcl-B = inhibitors of Bim-Bcl-B binding, primary screen, biochemical, multiplexed, human Bcl-2 family. Bcl-2-like protein 10 (Homo sapiens), Q9HD36. bead-based flow cytometry, Bim peptide-Bcl-B binding. inhibition, % at 10 µM. 0.073% of 190,000 active;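 note: 0% = tracer peptide without compound and 100% = reference inhibitor peptide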
Numbers without * were called inactive; ? = inconclusive; · = no result given; [ ] = another dose, or the depositor's remark. Cut-off read from the data, not from the text of the source, unless noted: active = inhibition above about 40%. Compounds were not picked by outcome. Share with any hit: about 1.3%.

molecule,Bcl-XL Bim block,GSH fluor,ABCB1 block,Bcl-W Bim block,Bim-Bcl-B,ABCG2 block,RGS7-Gao,Avidin bead fluor,Bim-Bfl-1,RGS4-Gao reg,Bim-Bcl-2
O=C(CCC1CCCN(C(=O)c2ccc3c(c2)OCO3)C1)N1CCN(c2ccccn2)CC1 (stereo unspecified),1,10,0.3,0,0,1,99,12,-4,100,-2
Cc1oc(-c2ccccc2)nc1CS(=O)CC(=O)N1CCc2ccccc2C1 (stereo unspecified),-8,16,1.5,-5,-11,7,105,23,-8,104,-6
CCn1c(C(=O)N2CCC(C(=O)NCc3cccs3)CC2)cc2sccc21,-3,20,-2.3,0,-3,-5,96,4,-10,99,-7
O=C(Nc1ncccn1)c1cc(-c2ccc(F)cc2)nc2ccccc12,0,11,0.1,0,-2,1,108,14,-2,100,1
Cc1ccc(C(=O)CCNc2cccc(Br)c2)o1,2,16,0.2,0,3,6,98,14,4,96,2
O=C(NCc1cccnc1)c1cnn2ccccc12,-3,18,0.2,0,-1,0,101,9,-8,104,-4
Cc1ccccc1C(=O)NC(=S)NCC(=O)c1ccccc1,-4,22,0.1,-3,-6,2,103,38,-2,104,-2
CC(=O)Nc1ccc(N2C(=O)CSC2c2c(F)cccc2Cl)cc1 (stereo unspecified),-1,14,0.3,0,0,0,99,34,-1,101,0
COc1ccc(N(CC(=O)N2CCCC(C)C2)S(=O)(=O)c2c(C)nn(C)c2C)cc1 (stereo unspecified),-4,24,0.1,-1,-4,-1,108,5,-9,105,-8
CS(=O)(=O)Nc1ccc(C(=O)NCC2CCCO2)cc1 (stereo unspecified),-12,36,-0.7,-4,-10,-4,102,15,-22,100,-14
O=C(CCSCc1ccccc1)Nc1ccc2c(c1)OCCO2,2,28,0.3,3,-1,2,98,10,-6,99,0
COc1ccc(C(=O)NCC(C)C)c(OC)c1,-3,17,-0.2,-3,-7,1,100,20,-1,98,6

Fetched by structure from the entries so far (two):
molecule,Bcl-XL Bim block,GSH fluor,ABCB1 block,Bcl-W Bim block,Bim-Bcl-B,ABCG2 block,RGS7-Gao,Avidin bead fluor,Bim-Bfl-1,RGS4-Gao reg,Bim-Bcl-2
O=C(CCC1CCCN(C(=O)c2ccc3c(c2)OCO3)C1)N1CCN(c2ccccn2)CC1 (stereo unspecified),1,10,0.3,0,0,1,99,12,-4,100,-2
O=C(CCSCc1ccccc1)Nc1ccc2c(c1)OCCO2,2,28,0.3,3,-1,2,98,10,-6,99,0

The list goes on:
molecule,Bcl-XL Bim block,GSH fluor,ABCB1 block,Bcl-W Bim block,Bim-Bcl-B,ABCG2 block,RGS7-Gao,Avidin bead fluor,Bim-Bfl-1,RGS4-Gao reg,Bim-Bcl-2
COC(=O)CNC(=O)COC(=O)/C=C/c1ccc(F)cc1,-2,12,1.3,-2,-5,6,102,25,-12,101,-4
C/C(=N\NC(=S)Nc1c(C)cccc1C)c1ccc(OC(F)F)cc1,-5,10,0.1,-4,-14,2,103,5,-2,99,-5
COc1ccc(OC)c([N+](=O)[O-])c1C(N)=O,0,7,0.0,1,-1,4,92,9,-3,94,-2
O=C(CCn1c(=S)[nH]c2ccccc2c1=O)N1CCOCC1,-2,27,0.2,-2,-14,4,100,6,-12,98,-10
COCCNC(=O)CN(C(=O)CCC(=O)Nc1cc(C)on1)c1ccccc1C,-12,14,0.1,0,-11,0,105,13,-9,103,-6
Cc1sc2nc(-c3ccccc3)oc(=O)c2c1C,-1,13,-0.3,-1,-2,1,103,10,0,102,0
COc1ccc(CCNC(=O)CSc2nc(N)c(C#N)c(-c3cccs3)c2C#N)cc1OC,-9,39,3.1,-2,-7,58,100,15,-14,99,-8
CSc1nnc2c(n1)c(C)nn2-c1cccc(C)c1,10,16,0.1,10,-23,-2,109,2,12,90,10
Cc1ccc(-c2nc3cnccn3c2Nc2ccc3c(c2)OCO3)cc1,-1,21,0.4,3,-2,2,102,7,-2,100,1
O=C(OCc1cnc(Cl)s1)c1cccc(Cl)c1,-2,12,0.2,-1,-4,1,103,17,-2,103,-4
Cc1cc(C(=O)NCCN2CCOCC2)ccc1[N+](=O)[O-],-4,12,0.3,-5,-1,1,89,12,-3,94,-4
Cc1ccc(-n2c(=O)cc(N3CCc4ccccc4C3)[nH]c2=O)cc1,-26,31,-0.7,-25,-35,-2,94,5,-19,95,-17
O=C1CCCC(=O)C1=Cc1c[nH]c2ccccc12,-3,18,0.1,-1,-2,2,98,26,0,97,-4
CC(=O)Nc1ccc(NC(=O)Cn2c(CC(=O)N3CCCC3)nc3ccccc32)cc1,0,18,0.1,0,2,0,106,3,1,102,-1
CC(=O)C1=C(O)C(=O)N(CCC(=O)O)C1c1ccccc1Cl (stereo unspecified),1,12,0.4,-1,0,2,101,15,1,106,-5
CCN(CC)c1ccc(/C=N/NC(=S)NCc2ccc(OC)cc2)cc1,-8,15,-0.9,-6,-9,-8,100,9,-3,102,-1
O=C(O)c1cc2ccc3ccccc3c2[nH]1,-2,24,0.5,-2,0,1,112,38,0,117,-1
NS(=O)(=O)c1cccc(NC(=O)CN2CCCc3ccccc32)c1,-1,17,0.2,0,-3,0,?,14,-2,99,-5
O=C(Nc1cccc(-c2cn3ccccc3n2)c1)c1cccs1,-6,14,0.3,-3,-7,8,106,11,-9,105,-1
Cc1ccc(Nc2n[nH]c(C)c2[N+](=O)[O-])cc1C,-8,11,0.6,-3,-10,41,99,23,-6,99,-4
CN(C)c1cccc(C(=O)Nc2cc(C(F)(F)F)ccc2-n2cnc3ccccc32)c1,8,14,3.1,8,3,23,115,8,6,106,5
COC(=O)CN1C(=O)COc2ccc(Cl)cc21,-1,16,-0.2,-3,-1,-2,106,7,-2,104,0
COc1ccccc1NC(=S)NCCc1c[nH]c2ccccc12,-4,20,0.0,-4,-3,1,108,5,-3,108,-2
N#Cc1ccc(COC(=O)c2ccccn2)cc1,0,15,0.3,0,-4,0,?,8,-7,102,-6
O=S(=O)(c1cccs1)N1CCN(Cc2ccccc2)CC1,4,5,0.1,2,4,0,99,10,-3,97,0
Cc1cc(C(F)(F)F)nc(SCC(=O)NC2CC3CCC2C3)n1 (stereo unspecified),-4,23,0.2,-2,-8,1,100,12,-15,102,-5
Cc1nc(CNC(=O)c2ccccc2OC2CCN(S(C)(=O)=O)CC2)cs1,-2,22,0.2,-1,-5,3,106,9,3,101,-3
CCOC(=O)N1CCC(NC(=O)CCCN2C(=O)CSc3ncccc32)CC1,-2,18,0.5,-1,0,5,98,24,0,98,-5
CC(C)=CCN1CCN(CC#Cc2ccccc2)CC1CCO (stereo unspecified),-2,9,0.7,-4,-3,1,101,10,-6,102,-3
CCN(CC)c1ccc(C2C(C(=O)Nc3ccccn3)=C(C)NC3=C2C(=O)CC(C)(C)C3)cc1 (stereo unspecified),-3,19,1.1,-2,-1,1,99,6,-4,97,0
O=[N+]([O-])c1ccc(CSc2nnc(Cc3ccccc3)n2-c2ccc(F)cc2)cc1,-3,12,2.3,-2,-6,9,104,6,0,101,0
Cc1ccc(C(=O)c2c(NC(=O)c3ccncc3)sc3c2CCCC3)cc1,-5,27,-2.2,0,-9,3,105,16,-6,102,-11
COC(=O)c1ccc(C(=O)OC)c(NC(=O)CSc2ccccn2)c1,-23,21,0.5,0,-7,9,157*[activator],87*,-7,107,-7
CCOc1cc(/C=N/NC(=O)CN2CCCCC2)ccc1OCc1ccc(Cl)cc1,5,10,·,1,4,·,105,11,-3,113,-1
Cc1nc(SC2CCOC2=O)c2c(C)c(C)sc2n1 (stereo unspecified),0,31,0.9,0,-1,11,108,8,-1,104,1
CCOC(=O)CSc1nc(-c2ccccc2)ns1,-17,10,-0.1,-7,-28,1,104,27,8,102,-2
Cc1cc(C(=O)N/N=C/c2cccc([N+](=O)[O-])c2)c(C)n1-c1ccccc1,-5,13,1.6,-5,-1,5,95,11,-8,77,0
CCOC(=O)Cn1nc(C)n(-c2ccc(Cl)cc2)c1=O,0,22,0.9,0,6,8,?,10,4,103,1
COC(CNC(=O)C(C)n1nc(C)c2ccccc21)OC (stereo unspecified),-4,13,-0.6,-1,-4,-1,97,7,-5,99,-4
Cc1cccc(NC(=O)CSc2nc3[nH]ncc3c(=O)n2-c2ccccc2)c1,-3,24,0.1,-2,-9,7,102,6,0,100,2
Cc1cc(C)n2nc(S(=O)(=O)N(CC(C)C)CC(C)C)nc2n1,-2,25,-2.4,1,-8,0,100,8,-10,101,-9
COc1nc(C)nc2c1sc1nc3c(cc12)COC(C)(C)C3,-16,30,0.5,0,-6,3,98,7,-13,97,-13
Cc1ccccc1NC(=O)CSc1nc(N)c(C#N)cc1C#N,-1,23,0.5,-2,-6,29,99,31,-15,101,-5
Nc1nnnn1/N=C/c1ccccc1OCc1ccc(Cl)cc1,-6,18,0.1,-4,-5,15,100,7,-3,98,-13
CC(C)(C)C(=O)/C=C(\N)c1ccncc1,0,31,1.4,-1,2,18,103,12,0,104,0
COc1ccc2sc3ccccc3c(=O)c2c1,-1,21,0.0,0,-2,1,98,14,0,97,1
COCNc1nc(OCC#N)nc(N(C)C)n1,-5,13,2.0,-1,-8,-2,96,9,-14,97,-11
Cc1ccc(C)n1Cc1ccccc1Cl,-2,11,1.5,0,-1,2,100,10,-6,99,0
Cc1cc(NS(=O)(=O)c2ccc(NC(=S)NC(=O)c3cccc(S(=O)(=O)N(C)C)c3)cc2)no1,0,35,-0.1,0,-2,-1,97,11,-2,100,0
COc1ccccc1NS(=O)(=O)c1cc(NC(=O)c2cccs2)ccc1N1CCCC1,-7,7,-1.1,0,-30,-4,135,0,18,97,1
O=C(Cc1cccc2ccccc12)N1CCCc2ccccc21,-2,12,0.7,-2,-3,5,100,7,1,100,0
O=C(/C=C/c1ccc(Cl)cc1Cl)N1CCc2ccccc21,-6,10,-0.1,-6,-7,50,96,21,-4,97,-9
COc1ccc(CN2CC(C(=O)NCCC(C)C)CC2=O)cc1 (stereo unspecified),-3,19,0.5,2,-1,5,99,10,-5,100,1
CCOC(=O)c1sc(NC(=O)C(CC)Sc2nccn2C)nc1C (stereo unspecified),0,19,0.4,0,-1,1,103,7,2,102,-1
CCc1c(C(=O)NN2C(=O)C3CCCCC3C2=O)csc1C (stereo unspecified),-11,16,0.4,-7,-7,5,103,4,-1,101,-5
